H69AR growth 86K: growth inhibitors of human H69AR lung tumor cells | H69AR lung tumor viability, ATP luminescence, 72 h; hits give low values | viability, % at 10 µM | 85,000 compounds, 6% hits;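 active = viability at or below 40%; inactive = viability above 40%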;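 also: multidrug resistant small cell line overexpressing MRP-1 efflux transporter; 100% = mean luminescence of untreated control wells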
Lung fibro prol: blocks proliferation of human lung fibroblasts; 85,000 compounds, 1.1% hits; LL 47 human lung fibroblast viability, ATP luminescence; hits give low values; viability, % at 10 µM; AID 719;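 active = viability at or below 50% in the single dose screen; inactive = viability above 50%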;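 also: compound exposure lasted 72 h before the ATP readout; 100% = median luminescence of untreated cell-only wells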
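Material: human LL 47 lung fibroblast cells; quantity: 1,150 cells/well; medium: IMEM plus 15% FBS; doses: 0.1% DMSO in all compound wells; timing: overnight attachment after seeding, then 72 h compound exposure at 37 °C; detection: CellTiter-Glo luminescence; measure: % viability of median cell-only signal; controls: cell-only wells, no compound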
ERa coact inh: ER-alpha (human) coactivator binding inhibition | P03372 | TR-FRET ER-alpha LBD / SRC-1 peptide, estradiol-bound | inhibition, % at 25.6 µM | 86,000 compounds, 1.7% hits; in the data active = inhibition above about 50%;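 also: 0% = receptor plus peptide control and 100% = peptide only without receptor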
Target sequence (P03372 whole entry, looked up, the tested form may be a part): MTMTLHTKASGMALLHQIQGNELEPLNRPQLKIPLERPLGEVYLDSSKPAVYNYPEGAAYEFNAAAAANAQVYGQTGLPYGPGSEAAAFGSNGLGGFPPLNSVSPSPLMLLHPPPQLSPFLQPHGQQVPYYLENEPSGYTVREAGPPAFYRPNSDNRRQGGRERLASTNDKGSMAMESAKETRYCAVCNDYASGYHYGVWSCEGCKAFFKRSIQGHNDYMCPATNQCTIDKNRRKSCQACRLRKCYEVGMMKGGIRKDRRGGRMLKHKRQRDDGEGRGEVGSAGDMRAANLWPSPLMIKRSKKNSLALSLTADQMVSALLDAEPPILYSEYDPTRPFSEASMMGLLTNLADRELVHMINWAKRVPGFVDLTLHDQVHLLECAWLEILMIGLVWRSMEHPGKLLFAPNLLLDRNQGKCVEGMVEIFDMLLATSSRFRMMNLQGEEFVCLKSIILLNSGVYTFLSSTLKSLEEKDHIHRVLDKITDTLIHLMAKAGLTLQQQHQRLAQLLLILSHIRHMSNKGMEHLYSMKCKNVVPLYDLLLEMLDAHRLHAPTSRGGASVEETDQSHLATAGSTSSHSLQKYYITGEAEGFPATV
CYP2C19 activ: cytochrome P450 2C19 (human) activation; recombinant CYP2C19, luciferin-H EGE luminescence; hits give high values; 0 = fully inhibited enzyme, 1 = untreated enzyme; activation factor at 5 µM; 96,000 tested, under 10 active;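 active = activation factor of at least 2 at 5 µM in the primary screen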;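 also: 0 = wells with 2.5 mM tranylcypromine and 1 = vehicle-only wells; values of inactives mirror those of a sister screen read the other way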
Target sequence (P33261 whole entry, looked up): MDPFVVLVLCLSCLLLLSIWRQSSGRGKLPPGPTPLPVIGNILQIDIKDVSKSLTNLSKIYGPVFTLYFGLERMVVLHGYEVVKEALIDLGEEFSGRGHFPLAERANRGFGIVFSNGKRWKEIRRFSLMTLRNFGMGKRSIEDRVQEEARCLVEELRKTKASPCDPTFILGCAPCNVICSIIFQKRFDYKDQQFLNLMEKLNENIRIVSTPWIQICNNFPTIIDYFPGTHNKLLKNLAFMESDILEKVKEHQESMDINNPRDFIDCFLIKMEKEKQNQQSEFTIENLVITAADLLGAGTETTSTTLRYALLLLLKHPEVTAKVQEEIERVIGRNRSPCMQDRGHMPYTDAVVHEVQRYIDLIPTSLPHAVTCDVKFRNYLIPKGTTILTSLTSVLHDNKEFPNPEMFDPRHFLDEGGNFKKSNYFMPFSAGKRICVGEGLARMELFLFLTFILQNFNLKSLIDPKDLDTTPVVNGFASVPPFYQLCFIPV
ERa coact pot: ER-alpha (human) coactivator binding potentiation; 86,000 compounds, 1.3% hits; TR-FRET ERalpha-LBD/SRC-Cy5 coactivator binding, 2 h; 100 = basal binding, no effect; AID 639; coactivator binding (% of control), % at 25.6 µM; P03372; in the data active = activity above about 200%;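 also: binding measured in presence of low estradiol as agonist stimulus; 0% = peptide alone without receptor and 100% = receptor with peptide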
CD11b adhes inh: inhibitors of human CD11b/CD18 binding to fibrinogen; inhibition, % at 10 µM; AID 1497; K562 CD11b/CD18 adhesion to fibrinogen, ATPlite luminescence; Mn2+ added to activate the integrin; P05107+P11215; 93,000 compounds, 0.54% hits;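 active = primary inhibition of 50% or more at 10 µM, then 40% or more on retest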; also: some results filed as inactive read as strong as hits
CYP2C19 inh: human CYP2C19 inhibition. AID 778. inhibition, % at 5 µM. CYP2C19 Supersomes, luciferin-H EGE luminescence, 30 min. 96,000 compounds, 21% hits. P33261;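 active = CYP2C19 inhibition above a set limit at 5 µM in the primary screen, cut at about 50% in these data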;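 also: plate controls were negative control wells for no effect and 2.5 mM tranylcypromine positive control for full effect; values of inactives mirror those of a sister screen read the other way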
CD11b adhes enh: enhancers of human CD11b/CD18 binding to fibrinogen; P05107+P11215; K562 CD11b/CD18 adhesion to fibrinogen, ATPlite luminescence; activation, % at 10 µM; 93,000 compounds, 0.07% hits;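 active = 10 µM primary screen giving 50% or more activity, confirmed by 40% or more on retest at that dose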; also: strong numbers were not always called active
HUVEC prolif 384: inhibitors of human endothelial cell proliferation | HUVEC proliferation, CellTiter-Glo luminescence, 72 h; hits give low values | viability, % at 10 µM (by protocol) | 86,000 compounds, 1.1% hits;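 active = viability at or below 30%; inactive = viability above 30%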;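 also: 100% = median luminescence of DMSO-only cell control wells on each plate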
* marks the source's active call; other numbers are inactive results; / = no result given; [ ] = remark or other dose.

SMILES	H69AR growth 86K	Lung fibro prol	ERa coact inh	CYP2C19 activ	ERa coact pot	CD11b adhes inh	CYP2C19 inh	CD11b adhes enh	HUVEC prolif 384
O=C(CSc1nnc(Cn2c(=O)sc3ccccc32)n1-c1ccccc1)Nc1nccs1	/	/	/	0.9	/	-9	11	0	/
O=C(O)CSc1nnc(-c2ccncc2)n1-c1ccc(Cl)cc1	90	106	-7	0.9	112	-3	9	2	102
COc1ccccc1-c1c(NC(=O)c2ccco2)n(-c2ccccc2)nc(C)c1=O	89	72	-8	0.9	114	-7	10	-3	87
CC(C)(C)c1ccc(C(=O)N2CCNCC2)cc1	92	88	-2	1	107	3	5	-4	91
COc1ccccc1N1CCN(C(c2cc3cc(C)ccc3[nH]c2=O)c2nnnn2C2CCCC2)CC1 (stereo not drawn)	61	91	5	0.8	135	-6	24	-4	83
O=C(NCc1ccco1)c1ccccc1F	94	102	27	1.1	90[fluorescence artefact?]	3	-11	-1	96
OC(CN1CCN(Cc2ccc3c(c2)OCO3)CC1)c1c[nH]c2ccccc12 (stereo not drawn)	47	68	-4	1	94	/	1	/	100
COc1ccc(NC(=O)CSc2nc(O)cc(=O)n2C)cc1	111	100	-11	1.2	96	42	-18	-2	79
COCCn1nnnc1C(c1cc2ccc(OC)cc2[nH]c1=O)N1CCN(C2CCCCC2)CC1 (stereo not drawn)	95	96	12	1	79	-1	4	4	97
C=CCC(=O)OCCCCCCOc1ccc(C(=O)O)cc1	/	/	/	1	/	10	-4	2	/
CCN(CC)S(=O)(=O)c1cccc(C(=O)N[C@H](C(=O)OCC(N)=O)C(C)C)c1	90	98	4	0.9	95	-2	9	-3	96
Cc1ccc(N=CC2=C(O)CC(C)(C)CC2=O)nc1	93	104	-1	1	88	-1	3	-1	95

SMILES	H69AR growth 86K	Lung fibro prol	ERa coact inh	CYP2C19 activ	ERa coact pot	CD11b adhes inh	CYP2C19 inh	CD11b adhes enh	HUVEC prolif 384
CC1(C)CC2CC(C)(CN2C(=O)Cc2ccccc2)C1 (stereo not drawn)	81	91	-5	/	113	/	/	/	95
CCOC(=O)CC(=O)c1cc(OC)c(OC)c(OC)c1	89	103	3	0.9	88	19	8	1	107
CC(C)(CO)Nc1nc(N2CCCC2)nc(N2CCCC2)n1	78	92	3	/	112	/	/	/	93
Cc1cc(C(F)(F)F)nn1Cc1n[nH]c(=S)n1-c1cccc(Cl)c1	/	/	/	1.1	/	-10	-7	-3	/
COC(=O)C1C(=O)c2c([nH]c(C(=O)OC3CCCCCC3)c2C)CC1C (stereo not drawn)	62	95	0[fluorescence artefact?]	1.2	117[fluorescence artefact?]	-2	-19	4	74
O=C(Cn1ncc2c(=O)oc3ccccc3c21)NCCN1CCN(c2ccccc2F)CC1	91	110	-1	1	118[fluorescence artefact?]	-4	4	-1	95
C=CCNC(=O)CN(c1ccc(F)c(Cl)c1)S(C)(=O)=O	88	89	-2	0.4	105	-7	57*	4	95
CCOc1ccc(-n2c(SCC(=O)Nc3ccc(OC)cc3)nc3c(c2=O)SCC3)cc1	100	95	-2[fluorescence artefact?]	0.7	118	/	35	/	95
O=C(OCC(=O)N1CCOCC1)c1ccc2c(c1)OCCO2	105	105	-3	1	106	-8	-3	-2	95
O=C(Nc1ccccc1)NC1CCN(CCCN2C(=O)c3ccccc3C2=O)CC1	87	102	12[fluorescence artefact?]	0.9	113[fluorescence artefact?]	-10	11	0	106
CC(C)C(NC(=O)c1ccc(S(=O)(=O)N2CCOCC2)cc1)c1nc2ccccc2[nH]1 (stereo not drawn)	84	96	9	0.7	96	/	28	/	100
N#CC1=C(N)Oc2cc(N)ccc2C1c1ccc(F)cc1 (stereo not drawn)	14*	91	-1	0.3	111	25	74*	0	63

An excerpt from above, limited to CD11b adhes enh and Lung fibro prol:
| SMILES | CD11b adhes enh | Lung fibro prol |
| --- | --- | --- |
| O=C(Nc1ccccc1)NC1CCN(CCCN2C(=O)c3ccccc3C2=O)CC1 | 0 | 102 |
| CC(C)C(NC(=O)c1ccc(S(=O)(=O)N2CCOCC2)cc1)c1nc2ccccc2[nH]1 (stereo not drawn) | / | 96 |
| N#CC1=C(N)Oc2cc(N)ccc2C1c1ccc(F)cc1 (stereo not drawn) | 0 | 91 |

Additional entries follow:
SMILES	H69AR growth 86K	Lung fibro prol	ERa coact inh	CYP2C19 activ	ERa coact pot	CD11b adhes inh	CYP2C19 inh	CD11b adhes enh	HUVEC prolif 384
CCC(C)C(NC(=O)c1ccc(Cl)cc1)C(=O)O (stereo not drawn)	84	103	-2[fluorescence artefact?]	0.9	110	-3	11	-3	102
CCn1cc(C(=O)OC(C)C(=O)Nc2c(C)n(C)n(-c3ccccc3)c2=O)c(=O)c2ccc(C)nc21 (stereo not drawn)	55	91	0[fluorescence artefact?]	1	92	4	0	-9	92
O=C(NCc1ccc(F)cc1)C1CCC(=O)N1C1CCCCC1 (stereo not drawn)	90	99	-3	0.8	95	/	18	/	92
O=C1CC(c2ccccc2)CC(O)=C1C=NCCN1CCNCC1 (stereo not drawn)	85	93	5[fluorescence artefact?]	1.1	81	-1	-7	-8	107
CCCCSC1(SCCCC)N=C(N)C2(C#N)C(c3ccccc3)NC(C)=CC12C#N (stereo not drawn)	100	97	0	1.1	96	-12	-9	-4	80
COC(=O)c1cn(C(=O)c2cccs2)c2ccccc12	97	102	-3	0.6	83	-1	41	-1	96
CNS(=O)(=O)c1ccc(NC(=O)C(CCSC)NC(N)=O)cc1 (stereo not drawn)	94	106	-9	1	120	3	5	1	112
COc1ccc(C2CC(c3ccc(OC)cc3)n3nc(N)nc3N2)cc1 (stereo not drawn)	93	97	3	1	117	9	0	-8	90
CCOC(=O)c1ccc(Nc2nnc3nc(C)cc(C)n23)cc1	91	99	-2	0.9	125	0	5	-6	99
CC(=O)Nc1ccccc1NC(=O)CC(C)(C)C	88	94	-1	1	85	5	-3	5	98
CCCN1Cc2cccc(C(=O)NCc3ccc4c(c3)OCO4)c2C1=O	/	/	/	0.8	/	-11	18	-4	/
CCC(CC)C(=O)Nc1cccc(C(=O)Nc2ccc(S(=O)(=O)Nc3ccc(C)cc3)cc2)c1	/	/	/	0.1	/	-10	87*	3	/

SMILES	H69AR growth 86K	Lung fibro prol	ERa coact inh	CYP2C19 activ	ERa coact pot	CD11b adhes inh	CYP2C19 inh	CD11b adhes enh	HUVEC prolif 384
CCN(CC)C(=O)c1ccc(NS(=O)(=O)c2ccccc2)cc1	89	99	-13	0.2	105	4	82*	-4	94
COCCNC(=O)CN1CCOc2ccccc21	98	104	-36	1	118	-10	1	-4	89
CCSC1=NCN(CCCC(=O)O)CN1	/	/	/	1	/	-9	3	-1	/
O=C(c1ccc(Cl)cc1)N(Cc1cccs1)C1CCS(=O)(=O)C1 (stereo not drawn)	102	99	0	0.8	107	-22	17	1	95
CCN1CCc2nc(NC(=O)C(c3ccccc3)c3ccccc3)sc2C1	54	93	-16[fluorescence artefact?]	0.9	114	-5	8	1	84
O=C(O)CCc1nn2cnc3sc4c(c3c2nc1=O)CCCC4	101	103	3	1	110	11	0	2	95
Cc1csc(Nc2ccccc2C(F)(F)F)n1	106	94	1	0.8	80	/	22	/	92
Cc1ccc(C)c(S(=O)(=O)c2c(N)n(/N=C/c3ccco3)c3nc4ccccc4nc23)c1	82	93	18	0.4	114[fluorescence artefact?]	4	63*	-2	84
CC(CCc1ccccc1)NC(=O)COC(=O)C1=COCCO1 (stereo not drawn)	100	95	-1	0.4	122	-6	56*	-6	96
Cc1ccc(NC(=O)COn2nnc3ccc(S(=O)(=O)N(C)C)cc32)cc1F	49	103	-2	0.1	97	-3	89*	-7	108
O=C(Cn1nnc(-c2ccccc2)n1)OCc1csc(-c2ccccc2)n1	95	114	10[fluorescence artefact?]	1	70	-14	-2	2	99
CCOC(=O)c1c(C)nc2c(c1C)c(=O)oc1ccccc12	98	104	1	/	95	/	/	/	97

SMILES	H69AR growth 86K	Lung fibro prol	ERa coact inh	CYP2C19 activ	ERa coact pot	CD11b adhes inh	CYP2C19 inh	CD11b adhes enh	HUVEC prolif 384
Cc1nn2c3c(cnc2c1-c1ccccc1)C(=O)CCC3	83	102	-6	0.9	114	1	13	-5	110
CCCCN(CC)S(=O)(=O)c1ccc2c(c1)CCCN2C(C)=O	78	91	-6	0.8	125	-7	23	-2	88
O=C(Cn1cnc2ccccc2c1=O)NCC(=O)N1CCN(c2ccccn2)CC1	109	105	-3	1	100	-8	-4	1	90
COc1ccc(/C=C/C(=O)OC(C)CN2CCOCC2)cc1 (stereo not drawn)	/	/	/	1	/	6	-4	1	/
O=C(CN(C(=O)C1CSC(=O)C1)c1ccccc1F)NCc1ccc2c(c1)OCO2 (stereo not drawn)	91	96	-34	0.1	113	-11	87*	0	95
O=C(CCCC1=NS(=O)(=O)c2ccccc2N1)N1CCN(c2ccccc2)CC1	/	98	-10	0.9	113	-7	9	-3	91
O=C(COc1ccc(S(=O)(=O)NC2CCCCC2)cc1Cl)N1CCN(c2ccccc2)CC1	88	92	-3	0.3	87	6	68*	2	69
Cc1cc2cc(CN(Cc3ccco3)C(=O)NCc3ccccc3)c(=O)[nH]c2cc1C	77	95	-1	0.6	112	-8	39	2	97
COCCNC(=O)Nc1ccc2nc(-c3cccs3)c(-c3cccs3)nc2c1	66	100	6	1	85[fluorescence artefact?]	-3	2	3	82
CCS(=O)(=O)NCCc1cc2cc(C)c(C)cc2[nH]c1=O	86	101	-1[fluorescence artefact?]	1	124	/	4	/	85
CCC(C)NC(=O)CCNS(=O)(=O)c1ccc(Br)cc1 (stereo not drawn)	101	106	3	0.5	125	-37	49	9	98
CC(=O)C1=C(O)C(=O)N(c2ccc(C(=O)O)cc2)C1c1ccccc1 (stereo not drawn)	100	104	4	0.9	113	-6	5	2	97

SMILES	H69AR growth 86K	Lung fibro prol	ERa coact inh	CYP2C19 activ	ERa coact pot	CD11b adhes inh	CYP2C19 inh	CD11b adhes enh	HUVEC prolif 384
C/C=C/c1ccccc1OCc1ccc(C(=O)O)o1	94	98	-19	1	100	/	-4	/	93
c1ccc(C2OC3c4cccc5cccc(c45)C3N2c2ccccc2)cc1 (stereo not drawn)	67	92	-6	/	118	/	/	/	100
c1ccc(Cc2nnc3sc(Nc4ccccc4)nn23)cc1	/	60	16[fluorescence artefact?]	1	131	-10	-4	-2	81
CC(=O)c1ccc(NC(=O)C2CCC(C)NC2=O)cc1 (stereo not drawn)	98	106	2	1.1	118	4	-6	-3	100
NC(=O)C1CCCN(Cc2ccc(Cl)cc2)C1 (stereo not drawn)	95	102	2[fluorescence artefact?]	0.6	106	8	43	-6	94
Cc1ccccc1-n1c(Cn2c(=O)sc3ccccc32)nnc1SCC(=O)N1CCOCC1	97	99	-4	1	126	-19	-3	2	106
Cc1cccc(C)c1N/C=C/c1onc(C)c1[N+](=O)[O-]	101	96	2	1.1	93	-1	-14	-1	92
N#C/C(=C(/O)CN1CCN(c2ccccc2F)CC1)c1nc(-c2ccccc2)cs1	84	106	-4	0.9	96	/	10	/	77
Cc1ccc(-c2nnn(CC(=O)N(c3ccc(F)cc3)C(C(=O)NC3CCCC3)c3ccco3)n2)o1 (stereo not drawn)	96	109	7[fluorescence artefact?]	0.9	100	-3	10	12	84
O=C1Nc2ccccc2C1=Nc1ccc(-c2nnc3n2CCCCC3)cc1	85	93	9	1	108	-4	-5	-1	106
CCOC(=O)c1c(C)oc2c1c1c(c3ccccc32)OCN(Cc2cccnc2)C1	12*	85	34	0.5	139[fluorescence artefact?]	-21	46	-2	76

Look-ups from the entries so far:
In CYP2C19 activ, `CC(=O)c1ccc(NC(=O)C2CCC(C)NC2=O)cc1` (stereo not drawn) has 1.1
In ERa coact pot, `CCOC(=O)c1c(C)oc2c1c1c(c3ccccc32)OCN(Cc2cccnc2)C1` has 139[fluorescence artefact?]
